14-3-3 Bad inh: inhibitors of 14-3-3 zeta/Bad binding, primary screen, biochemical, TR-FRET, bovine 14-3-3 zeta; TR-FRET 14-3-3zeta/Dy647-pBad peptide displacement, 1 h; 14-3-3 protein zeta/delta (Bos taurus), P63103; hit rate 0.71% among 220,000; inhibition, % at 21.7 µM;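 active = inhibition above about 70%, limit read from the data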;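 also: 0% = full 14-3-3 plus peptide FRET controls and 100% = background without 14-3-3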
Target sequence (P63103 whole entry, looked up): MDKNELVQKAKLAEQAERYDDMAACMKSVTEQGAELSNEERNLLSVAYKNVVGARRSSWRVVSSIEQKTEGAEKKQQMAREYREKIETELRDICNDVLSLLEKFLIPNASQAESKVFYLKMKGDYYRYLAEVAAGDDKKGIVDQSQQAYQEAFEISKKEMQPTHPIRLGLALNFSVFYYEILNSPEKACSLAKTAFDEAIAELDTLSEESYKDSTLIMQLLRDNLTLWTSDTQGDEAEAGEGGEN
FXIIa inh 1536: human FXIIa protease inhibitors, primary screen, biochemical, 1536-well | purified FXIIa, Boc-QGR-AMC fluorogenic substrate, 2 h | inhibition, % at 5 µM | hit rate 0.3% among 220,000 | AID 800, 2007; in the data active = inhibition above about 40%;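 also: 0% = enzyme with no compound and 100% = blank without enzyme; many of its hits are not listed in these tables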
Hck-Nef inh: inhibitors of Nef-activated human Hck kinase, primary screen, biochemical, Z-Lyte FRET, 384-well, Hck-YEEI; Recombinant Hck-YEEI plus Nef, Z-Lyte FRET kinase assay; hit rate 0.68% among 220,000; inhibition, % at 20 µM; AID 463187, 2010; Tyrosine-protein kinase HCK (Homo sapiens), P08631;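 active = Hck-Nef kinase inhibition above about 50%, limit read from the data; inactive = inhibition below that limit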;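 also: 0% = DMSO with Hck plus Nef and 100% = Hck alone without Nef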
Runt-SMMHC FRET: inhibitors of RUNX1 Runt–CBFb-SMMHC binding, primary screen, biochemical, FRET, Cerulean-Runt, Venus-CBFb-SMMHC, uHTS | Cerulean-Runt/Venus-CBFb-SMMHC FRET ratio 530/480, 1 h | inhibition, % at 20 µM | hit rate 0.74% among 220,000;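 active = mean inhibition across duplicate retests at 20 µM reaching about 50%, limit read from the data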;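 also: 0% = DMSO wells and 100% = wells with excess untagged CBFb-SMMHC; inhibitors lower the FRET ratio by blocking Runt binding to CBFb-SMMHC; some results filed as inactive read as strong as hits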
Runt-CBFb FRET: inhibitors of RUNX1 Runt–CBFb binding, primary screen, biochemical, FRET, Cerulean-Runt, Venus-CBFb, uHTS; hit rate 0.46% among 220,000; inhibition, % at 20 µM; Runt-related transcription factor 1 (Homo sapiens) + Core-binding factor subunit beta …; Cerulean-Runt/Venus-CBFb FRET ratio 530/480, 1 h;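 active = inhibition over about 50% at 20 µM in the single-dose screen, limit read from the data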;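 also: 0% = DMSO wells and 100% = excess unlabeled CBFb competitor control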
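Schedule: protein complex preformed 1 h, compound exposure 1 h, room temperature, dark; test system: Cerulean-labeled Runt domain protein; amount: 100 nM per protein; buffer or medium: Tris 50 mM pH 7.5, KCl, K2SO4, 0.01% BSA; read-out: loss of energy transfer signal; detection: FRET fluorescence; controls: 5 µM unlabeled CBFb as full-inhibition high control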
Wee1 degr inh: Wee1 degradation inhibitors, primary screen, cell-based, HeLa, Wee1K328M-luciferase, luminescence. Wee1-like protein kinase (Homo sapiens), P30291. HeLa Luc-Wee1K328M stability; 100% = proteasome inhibitor MG132 effect. reporter increase, % at 5 µM. hit rate 1.2% among 220,000;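 active = activation above the mean of all tested compounds plus 3 SD, set per screening run, cut at about 8.8% in these data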;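 also: cells exposed to compound for 20 h before luminescence read; 0% = DMSO alone and 100% = MG132 at 30 µM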
KLK5 inh: human KLK5 protease inhibitors, primary screen, biochemical, 1536-well. inhibition, % at 5 µM. hit rate 0.59% among 210,000. recombinant hK5, fluorogenic AMC substrate cleavage. Kallikrein-5 (Homo sapiens), Q9Y337. AID 873, 2007;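 active = inhibition of 40% or more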;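 also: 0% = enzyme controls without compound and 100% = no-enzyme blanks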
FXIa inh: human FXIa protease inhibitors, primary screen, biochemical, 1536-well; purified FXIa, Boc-Glu-Ala-Arg-AMC fluorogenic substrate; inhibition, % at 5 µM; hit rate 0.14% among 220,000; AID 798, 2007;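 active = inhibition of at least 40%; inactive = inhibition below 40%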;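 also: fluorescence of freed AMC excited at 355 nm; 0% = enzyme without compound and 100% = no enzyme blank; many of its hits are not listed in these tables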
Target sequence (P03951 19-387 limits assumed): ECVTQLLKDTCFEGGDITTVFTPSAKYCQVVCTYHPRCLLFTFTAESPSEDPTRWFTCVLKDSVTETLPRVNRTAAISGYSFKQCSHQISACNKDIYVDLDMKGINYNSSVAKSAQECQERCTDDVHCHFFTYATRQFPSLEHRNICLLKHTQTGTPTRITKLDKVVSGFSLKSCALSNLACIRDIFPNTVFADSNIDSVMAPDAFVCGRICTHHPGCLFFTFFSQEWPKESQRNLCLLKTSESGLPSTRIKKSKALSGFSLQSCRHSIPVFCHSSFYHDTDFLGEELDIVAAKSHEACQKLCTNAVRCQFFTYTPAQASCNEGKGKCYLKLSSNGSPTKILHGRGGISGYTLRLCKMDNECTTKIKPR
Target sequence (P03951 388-625 limits assumed): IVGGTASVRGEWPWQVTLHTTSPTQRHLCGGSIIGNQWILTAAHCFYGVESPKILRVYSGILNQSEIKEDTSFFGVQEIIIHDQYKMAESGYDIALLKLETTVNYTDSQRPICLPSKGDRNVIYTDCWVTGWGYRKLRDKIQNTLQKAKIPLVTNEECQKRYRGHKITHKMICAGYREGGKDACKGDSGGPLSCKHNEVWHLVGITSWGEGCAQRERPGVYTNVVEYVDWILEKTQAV
thrombin 1536: human alpha-thrombin inhibitors, primary screen, counter-screen for coagulation protease inhibitor project, biochemical, 1536-well, fluorogenic AMC substrate; Boc-VPR-AMC fluorogenic substrate cleavage; Prothrombin (Homo sapiens), P00734; hit rate 0.26% among 220,000; inhibition, % at 5 µM; AID 1046, 2008;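 active = inhibition at or above 40%; inactive = inhibition below 40%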;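 also: 0% = enzyme with no compound and 100% = wells without enzyme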
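Assay system: human alpha-thrombin enzyme. Reagent: Boc-VPR-AMC substrate, 15 µM final. Compound dosing: one concentration per compound, 5 µM, with 0.2% DMSO. Incubation: room-temperature reaction. Technique: AMC fluorescence, 355/460 nm. Measure: % inhibition relative to enzyme controls and enzyme-free blanks.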
Numbers without * were called inactive; nt = not tested or not shown; [ ] = remark or other dose.

structure	Runt-CBFb FRET	Runt-SMMHC FRET	KLK5 inh	thrombin 1536	Wee1 degr inh	FXIIa inh 1536	Hck-Nef inh	14-3-3 Bad inh	FXIa inh
CCOC(=O)N1CCN(CCC(=O)Nc2cc(C)ccc2OC)CC1	1	-4	-4	-13	1	5	19	2	-6
CCCn1nnc(NC(=O)c2ccc(Cl)cc2Cl)n1	-1	-2	-22	11	5	-3	5	-9	-8
O=C(CCc1ccc(S(=O)(=O)N2CCOCC2)cc1)OCc1nc2ccccc2s1	-2	-1	4	2	4	31	1	-17	12
O=C(COC(=O)c1ccc(Cl)s1)c1cc2ccccc2o1	-1	-6	2	6	5	14	-3	-6	1
c1ccc(-c2ccccc2OCCCCN2CCCCCC2)cc1	1	0	-1	-1	-3	3	-5	52	-5
COc1ccc(-c2ccc([C@H]3[C@@H]4C=CCC[C@@]4(C)C(=O)N3Cc3ccccc3)c(F)c2)cc1	2	0	1	-4	nt	3	17	2	0
COC(=O)C1=C(C)NC(C)=C(C(=O)OC)C1C1CC=CCC1 (centres undefined)	-4	-4	-7	3	5	14	12	-2[fluorescence artefact?]	5
O=C(O)CCCC(=O)Nc1ccccc1C(=O)N1CCOCC1	-1	-1	nt	-2	1	4	0	8	1
CC1CCCCC1NC(=O)CO/N=C/c1ccccc1OC(F)F (centres undefined)	-13	-2	-19	-4	-1	9	5	-6[fluorescence artefact?]	10
Cc1ccc(NC(=O)CN2C(=O)CN(C)C2=O)cc1S(=O)(=O)N1CCCCC1	-1	4	-13	-9	-1	0	2	-16	-7
COc1cccc(C(=O)OCC(=O)NC(=O)NC2CCCC2)c1O	0	4	-6	4	0	7	18	-9	-1
CC(=O)Cn1c(C(F)(F)F)nc2ccccc21	-2	-8	3	2	1	15	0	2	2
N#CC1=C(N)C2=C(N3CCCCC3)CCCC2C1(C#N)C#N (centres undefined)	-14	-37	-11	-1	0	23	0	-5	17
COC(=O)c1sccc1NC(=O)c1cc(OC)cc(OC)c1	-8	-4	35	26	0	19	34	60	10
CN1/C(=C/C(=O)C2CCC2)Sc2ccccc21	51*	25	4	-7	8	9	3	-14	6
CNC(=S)Nc1cccc(C(=O)O)c1	2	4	-4	4	-3	6	5	-8	1
C/C(=N\NC(=O)COc1ccccc1-c1ccccc1)c1ccccn1	0	0	-19	-1	2	8	19	-12	-5
CCCCC(=O)Nc1cc(Cl)ccc1C(=O)O	0	0	1	-3	2	5	8	6	-2
CCn1c(COc2ccccc2)nnc1SCC(=O)NCc1ccco1	3	-1	2	-4	-2	6	17	-11	-1
O=C1CC(C(=O)Nc2ccc(Br)cc2)C2(CCCC2)O1 (centres undefined)	-2	-3	2	4	-1	13	1	17	4
O=C(CO/N=C/c1cccc([N+](=O)[O-])c1)NC1CCCCC1	0	-2	-7	-7	5	2	1	-4	-4
Cc1ccc(C(=O)N2Cc3ccccc3CC2C(=O)O)cc1 (centres undefined)	-1	0	-25	3	-1	15	-6	9	3
COc1cc2cc(Br)cc(Br)c2nc1C	0	-4	5	-19	-3	-8	1	-2[fluorescence artefact?]	0
COC(=O)c1sc2cc(C(F)(F)F)cnc2c1-c1cccnc1	-2	3	-20	3	-2	11	2	-11	-1
Cn1c(-c2cccc(OCc3ccccc3)c2)nc2c1c(=O)[nH]c(=O)n2Cc1ccccc1	2	-9	13	2	6	12	3	22	1
O=C(O)CC(SCC(=O)Nc1ccccc1)C(=O)O (centres undefined)	-2	1	3	-10	0	9	25	-10	-1
CCn1c(NC(=O)C(C)C)c(-c2cccs2)c(=O)c2ccccc21	2	3	22	12	1	15	-8	6	-3
O=C(COC(=O)/C=C/c1cccc([N+](=O)[O-])c1)NCC1CCCO1 (centres undefined)	0	2	0	nt	0	8	22	-3	1
C/C=C(/C)C(=O)Nc1cccc(C2=NOC3(C2)C[C@@H](C(N)=O)N(C(=O)C2(C)CC2)C3)c1 (some centres undefined)	3	-4	2	1	nt	8	24	-3	2
Cc1c(C(=O)NCc2cccnc2)oc2ccc(S(=O)(=O)N3CC(C)CC(C)C3)cc12 (centres undefined)	0	-2	-9	1	-2	28	-6	-2	21
C=CCn1c(Oc2cccc(C)c2)nc2c1c(=O)n(C)c(=O)n2C	nt	4	-10	1	-1	-3	-2	-7	-3
Cc1ccc(Nc2nc3nonc3nc2N(C)C)cc1	-1	0	-3	-4	-1	13	-2	-4	2
Cc1cccc(N2CCN(C(c3ccc(N(C)C)cc3)c3nnnn3C(C)(C)C)CC2)c1C (centres undefined)	-2	4	-6	-3	2	16	8	0[fluorescence artefact?]	4
O=C(C1=NN[C@@H]2C(=O)N(c3ccccc3C(F)(F)F)C(=O)[C@H]12)c1cnccn1	1	-1	-5	-11	1	3	11	-2	-3
CCOc1ccc2nc(SCC(=O)NC(=O)NCc3ccco3)sc2c1	6	0	2	-10	0	-16	-3	9	-5
CCOC(=O)c1sc2nc(SCC(=O)NCc3ccco3)n(Cc3ccccc3)c(=O)c2c1C	0	1	-6	2	2	0	8	-2[fluorescence artefact?]	8
CCCC(=O)Nc1ccc(NC(=O)C23CC4CC(CC(C4)C2)C3)cn1	-2	0	16	10	3	18	2	-2	7
CN(C)N1C(=O)CC(NNC(=O)c2ccncc2)C1=O (centres undefined)	-1	2	-1	-7	0	4	3	5	3
O=C(CC1SC(=O)N(c2ccccc2)C1=O)Nc1ccccc1 (centres undefined)	4	5	5	-5	4	3	6	6[fluorescence artefact?]	-8
COc1cc(C2C(C#N)=C(N)N(c3sc4c(c3C#N)CCCC4)C3=C2C(=O)CC(C)(C)C3)cc(OC)c1OC (centres undefined)	-6	-29	-6	-3	-3	1	6	-6	-5
[NH-]c1ncnc2c1N=C[N+]2=CC=CCO	1	-1	-2	-7	1	7	3	-4	2
CCN(CC)C(=O)CC(c1ccc(F)cc1)c1ccc(OC(C)C)cc1 (centres undefined)	-4	0	-1	-7	-2	3	0	-3	-5
O/N=C1\CC2(Cc3nonc31)OCCO2	1	-22	-3	-4	0	5	1	-2	-13
O=C(Nc1ccccc1)/C(=C/c1ccccc1)NC(=O)c1ccco1	1	1	32	8	0	26	-27	0	37
COC(=O)c1[nH]c2ccc(Br)cc2c1NC(=O)CN1CCN(C2CCCCC2)CC1	-4	6	1	-11	-2	0	0	-1[fluorescence artefact?]	5
O=[N+]([O-])c1cc(CN2CCN(c3cccc(C(F)(F)F)c3)CC2)c2cccnc2c1O	3	-3	-15	-1	4	9	29	-16	1
O=C(CSc1oc(-c2cccs2)nc1S(=O)(=O)c1ccccc1)NC1CCCCC1	-6	2	0	5	0	19	9	8	11
O=C(Nc1cccc(F)c1)/C(=C\c1cccnc1)NC(=O)c1cccs1	nt	2	6	-1	-1	17	1	-1	1
CCOc1ccccc1NC(=O)NCc1ccccc1F	-2	0	4	3	-2	nt	8	-5	0
CCSc1nnc(NC(=O)CSc2nc3c(c(=O)n2CCOC)SC(C)C3)s1 (centres undefined)	1	-1	-1	-6	nt	8	30	-10	1
Clc1ccc(SCCCCn2ccnc2)cc1	2	-2	-19	14	-1	2	5	30[fluorescence artefact?]	3
COc1cccc(C(=O)NCCn2ccc3ccccc32)c1	0	6	0	-4	-3	13	-7	2	1
COc1ccccc1N1CCN(C(CNS(=O)(=O)c2ccc(C)cc2)c2cccnc2)CC1 (centres undefined)	-1	2	-4	2	-1	28	0	9	8
Oc1ccc(-c2n[nH]c(=S)n2Cc2ccccc2)cc1	11	4	-15	-5	0	-6	-1	53[fluorescence artefact?]	23
Cc1cc2nc(C)n(CCCNC(=O)Nc3ccc(C#N)cc3)c2cc1C	-2	0	-10	-2	-3	10	-2	6	6
O=C(C1CCCCC1)N1CCN(c2ccnc3cc(Cl)ccc23)CC1	0	-9	4	-1	-3	8	18	-1	3
Cc1cc(C)c(S(=O)(=O)N2CCCOC2CNC(=O)C(=O)NCc2cccnc2)c(C)c1 (centres undefined)	1	1	-2	-1	0	11	23	-16	-2
O=C(Nc1ccccc1)OC1CCC2CC1CCC2OC(=O)Nc1ccccc1 (centres undefined)	-1	-15	-9	-2	1	14	2	12[fluorescence artefact?]	10
O=C(Nc1ccccc1)Nc1cccc(C(F)(F)F)c1	3	-2	1	nt	-2	11	13	12	4
CCOC(=O)N1CCN(C(=O)c2c(O)c3cccc4c3n(c2=O)CC4)CC1	0	0	-1	-4	-3	17	-1	-2	-6

(list continues)
structure	Runt-CBFb FRET	Runt-SMMHC FRET	KLK5 inh	thrombin 1536	Wee1 degr inh	FXIIa inh 1536	Hck-Nef inh	14-3-3 Bad inh	FXIa inh
Cc1nc(N[C@@H](Cc2c[nH]c3ccccc23)C(=O)O)c2oc3ccccc3c2n1	nt	6	3	4	-1	-26	-1	6	-13
C/C(=N\NC(=O)c1ccc(Cl)c(Cl)c1)c1ccc(Br)s1	1	5	-5	-12	4	21	2	6[fluorescence artefact?]	3
CC1CC(C)CN(C(=O)C(NS(=O)(=O)c2ccc(Br)s2)c2ccccc2)C1 (centres undefined)	-2	-4	-13	-6	7	0	0	6	0
CSc1ncnc2c1cnn2-c1ccc(C)cc1C	1	1	-9	-1	1	-1	-18	3	-3
Cn1c(=O)c2c(nc(CN3CCc4ccccc4C3)n2Cc2ccccc2)n(C)c1=O	-8	0	-2	5	4	15	5	-11	6
NS(=O)(=O)c1ccc(CCN=C(NS(=O)(=O)c2cccs2)c2ccccc2)cc1	-1	0	0	-3	-1	nt	-5	-1	-2
CN(/N=C/Cc1nnnn1-c1ccc(Cl)cc1)c1ccccc1	-4	-3	-4	6	3	9	8	-14	1
O=c1cc(CSCc2ccc(Cl)cc2)[nH]c(=O)[nH]1	1	1	-4	0	3	4	-10	2	0
COc1cccc(OC)c1C(=O)Nc1cc(C)nn1-c1nc2ccccc2[nH]1	0	1	-24	0	1	-2	-9	-27	-4
COc1cccc(N2CC(O)=C(c3nc4ccccc4s3)C2=N)c1	nt	nt	-9	-8	6	4	20	-10	-1
CCOC(=O)[C@@H]1CCNC[C@@H]1c1ccccc1	1	-2	3	2	2	15	1	10	2

Assay outcomes (PubChem)
